SUMO Mot1 rescue – yeast Mot1-301 growth rescue at high temperature, primary screen, SUMOylation pathway inhibitor project, S. cerevisiae, ATP luminescence, 38.5C; 1% of 320,000 active; AID 2716, 2010; S. cerevisiae Mot1-301 growth rescue; percent above DMSO median, 100 means doubled; growth rescue, % at 18.8 µM;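 active = every valid replicate shows activation above 250% relative to neutral control wells; inactive = the rest, any valid replicate at or below 250%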;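 note: OY570 slx delta 5 strain wells were the positive control but not used for scaling; some compounds called inactive have numbers as strong as hits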
Tat transport – E. coli Tat export inhibitors, primary screen, MC4100, TorA-mCherry reporter, fluorescence, single point | inhibition, % at 10 µM | 0.036% of 340,000 active;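 active = mean replicate inhibition at least 50% and at least half of replicates individually reaching 50%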;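 note: exported cargo escapes ClpAP degradation while cytoplasmic cargo is degraded and loses fluorescence; 0% = median of neutral control wells and 100% = median of NaSCN control wells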
HTR5A ag ctr – HTR5A agonists in luminescence cell assay, primary screen, counter-screen for OPRM1-OPRD1 heterodimer agonist project, full-deck HTS | cell-based | AID 504692, 2011 | activation, % at 9.3 µM | 0.61% of 340,000 active; in the data active = activation mostly above about 9.5%, no sharp cut-off; inactive = mostly below about 7.6%;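 note: 0% = cells with vehicle only and 100% = reference agonist; strong numbers were not always called active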
Target sequence (P47898 whole entry, looked up): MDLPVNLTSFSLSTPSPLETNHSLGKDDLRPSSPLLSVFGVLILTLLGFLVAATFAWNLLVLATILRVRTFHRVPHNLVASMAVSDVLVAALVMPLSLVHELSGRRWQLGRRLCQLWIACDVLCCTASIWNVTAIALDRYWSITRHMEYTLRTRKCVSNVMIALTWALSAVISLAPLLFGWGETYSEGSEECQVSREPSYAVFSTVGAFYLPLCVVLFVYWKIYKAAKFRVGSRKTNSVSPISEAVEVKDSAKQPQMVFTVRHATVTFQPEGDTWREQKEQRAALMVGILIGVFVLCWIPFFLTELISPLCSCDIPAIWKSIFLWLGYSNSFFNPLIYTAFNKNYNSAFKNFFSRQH
E coli growth – E. coli V3065 growth inhibition, primary screen, counter-screen for AddAB inhibitor project, absorbance, OD600. 18 h. inhibition, % at 11.9 µM. 0.27% of 330,000 active;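 active = inhibition above the campaign's mean inhibition across all tested compounds plus 3 SD, cut at about 9.9% in these data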;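 note: uninfected addAB+ strain grown without phage in ampicillin broth; 0% = DMSO wells and 100% = ciprofloxacin 0.95 µg/ml wells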
AddAB inh – growth inhibition of E. coli expressing H. pylori AddAB, primary screen, AddAB inhibitor project, absorbance. 0.29% of 330,000 active. inhibition, % at 11.9 µM. AID 435030, 2010; in the data active = inhibition above about 12%;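 note: 0% = vehicle wells of infected cells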
phage Ecoli inh – growth loss of phage-infected E. coli, primary screen, RecBCD inhibitor project, absorbance, with phage, HTS. 0.26% of 360,000 active. AID 651602, 2012. inhibition, % at 11.9 µM; in the data active = inhibition above about 11%
PKA-R1A activ – activators of PKA-R1A holoenzyme, primary screen, biochemical, fluorescence polarization, Cy5-IP20, bovine R1A, mouse PKAc. PKA-R1A dissociation; scaled: DMSO 0%, 113 µM cGMP 100%. AID 504707, 2011. 0.083% of 340,000 active. activation, % at 11.4 µM. cAMP-dependent protein kinase type I-alpha regulatory subunit (Bos taurus) + …;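 active = percent activation above the mean of all tested compounds plus 3 SD, cut at about 19% in these data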;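 note: higher means more PKAc released from R1A so a rise in polarization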
DAGLB inh – DAGLB lipase inhibitors, primary screen, biochemical, fluorescence, HTS; HEK293T DAGLB membrane lysate, EnzChek fluorogenic substrate; inhibition, % at 5.17 µM; 0.059% of 340,000 active; in the data active = inhibition above about 34%;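 note: 0% = enzyme with vehicle and 100% = wells lacking enzyme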
HTR5A inv ctr – HTR5A inverse agonists in luminescence cell assay, primary screen, counter-screen for OPRM1-OPRD1 heterodimer inverse agonist project, full-deck HTS. 5-hydroxytryptamine receptor 5A (Homo sapiens), P47898. HTR5A cell line, inverse agonism. inhibition, % at 9.3 µM. 0.083% of 340,000 active; in the data active = inhibition mostly above about 23%, no sharp cut-off; inactive = mostly below about 18%;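 note: 0% = cells with DMSO and 100% = no-cell wells with DMSO; some compounds called inactive have numbers as strong as hits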
PKA-R2B act – activators of PKA-R2B holoenzyme, primary screen, biochemical, fluorescence polarization, Cy5-IP20, human; cAMP-dependent protein kinase catalytic subunit beta (Homo sapiens) + cAMP-dependent …; PKA-R2B holoenzyme dissociation; R2B truncated from residue 108, S112A mutant; 0% DMSO only, 100% 113 µM cGMP; activation, % at 11.4 µM; 0.079% of 340,000 active;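 active = activation above a cutoff set at the mean over all compounds plus 3 SD, cut at about 18% in these data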;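 note: higher means more holoenzyme dissociation and a rise in polarization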
Target sequence (P31323 whole entry, looked up, other chains not shown, the tested form may be a part): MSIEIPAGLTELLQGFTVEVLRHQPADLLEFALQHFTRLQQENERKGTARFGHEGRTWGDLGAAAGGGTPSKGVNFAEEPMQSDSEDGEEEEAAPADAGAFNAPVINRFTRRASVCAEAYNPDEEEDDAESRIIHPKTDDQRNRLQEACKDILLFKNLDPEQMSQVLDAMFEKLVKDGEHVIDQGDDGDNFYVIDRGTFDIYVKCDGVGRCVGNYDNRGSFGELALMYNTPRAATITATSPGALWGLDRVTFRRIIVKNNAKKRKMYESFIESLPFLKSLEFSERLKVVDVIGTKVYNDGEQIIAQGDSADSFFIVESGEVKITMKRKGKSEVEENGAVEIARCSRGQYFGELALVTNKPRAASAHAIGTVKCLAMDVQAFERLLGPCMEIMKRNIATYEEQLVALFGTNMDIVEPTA
CDK5 p35 inh – inhibitors of human CDK5/p35 kinase, primary screen, biochemical, single concentration | Cyclin-dependent kinase 5 (Homo sapiens) + Cyclin-dependent kinase 5 activator 1 (Homo … | Recombinant CDK5/p35, ADP-Glo luminescence, 60 min | inhibition, % at 10 µM | 0.01% of 330,000 active;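 active = highest replicate inhibition of at least 50% and at least 75% of replicates reaching 50%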;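 note: plate controls were DMSO neutral control for no effect and GW8510 at 10 µM for full effect; many of its hits are not listed in these tables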
* = called active by the depositor; i = inactive; . = not tested or not shown.

item	mol	HTR5A inv ctr	E coli growth	PKA-R2B act	DAGLB inh	AddAB inh	Tat transport	HTR5A ag ctr	CDK5 p35 inh	PKA-R1A activ	SUMO Mot1 rescue	phage Ecoli inh
1	Cc1ccc(-c2noc(CN3C(C)CCCC3C)n2)cc1 (stereo not given)	-28	-0.7	2	-6	1.3	-5	11	1.2	1	i	2.8
2	N#Cc1sc2nc(N3CCCCC3)c3c(c2c1N)CCCC3	-10	1.7	5	-2	2.9	-1	6	-0.3	-10	0	1.2
3	O=C(OCC(=O)c1ccccc1)C1=NN(c2ccccc2)C(=O)CC1	4	-0.8	-1	-2	-2.2	-3	-2	-4.6	5	-8	-1.7
4	CCCCCNC(=O)C1CC(=O)OC12CCCCC2 (stereo not given)	-3	2.8	2	0	2.6	-2	1	-0.8	-1	0	0.6
5	CCOC(=O)C(C)C(C)=O (stereo not given)	-2	0.2	4	1	1.9	-8	0	-1.2	3	8	.
6	CCOc1ccc(CSC(=N)N)cc1	2	0.3	-6	-1	4.8	7	0	-1.3	-6	-9	6.3
7	CCC(=O)Nc1nnc(-c2cccs2)s1	5	-1.7	-3	-3	3.8	0	-2	5.1	-4	14	1.4
8	CCc1cccc(Nc2c([N+](=O)[O-])cc(C(=O)N3CC(=O)Nc4ccccc43)cc2[N+](=O)[O-])c1	-16	1.4	-11	14	4.0	5	-1	0.8	6	-4	4.3
9	Cn1c(SCC(=O)NC2CCCC2)nnc1-c1ccc(S(=O)(=O)N2CCOCC2)cc1	11	0.8	5	3	1.0	2	-1	-2.1	9	2	0.6
10	O=C1CCN(S(=O)(=O)c2cc(C(F)(F)F)ccc2Cl)CC1	2	-0.2	1	-1	-0.9	-1	-1	-0.8	6	0	0.1
11	CCCN=Cc1c(CCC)[nH]n(-c2nc3ccccc3s2)c1=O	6	-2.3	0	1	-1.8	7	5	1.4	-1	-1	0.9
12	COc1ccc([N+](=O)[O-])cc1NC(=O)COC(=O)c1ccccc1C(=O)c1ccccc1	8	3.5	3	0	2.9	-8	2	1.0	-1	-6	1.1
13	Cc1ccc(N=C2NC(=O)/C(=C/c3cccnc3)S2)cc1C	-7	1.1	-5	-5	0.3	-2	0	0.5	-9	-2	-0.6
14	O=C(CN(Cc1cccs1)C(=O)CNS(=O)(=O)c1ccccc1)NCc1ccco1	-3	.	-1	0	.	-2	2	-0.7	-12	.	2.5
15	CCOn1c(=O)c(-c2cccc(Br)c2)[n+]([O-])c2ccccc21	-9	.	8	-1	.	-8	2	-3.0	-7	0	4.5
16	Cc1ccc(S(=O)(=O)/N=C2/NC(=O)/C(=C/c3cc([N+](=O)[O-])ccc3O)S2)cc1	11	1.1	-10	13	0.7	-2	-4	-8.6	3	-2	2.2
17	Cc1ccc(N(CC(O)CN2CCCCC2)S(=O)(=O)c2ccc(C)cc2)cc1 (stereo not given)	1	0.1	-1	2	2.4	27	0	-0.1	3	259	1.7
18	O=C(NNC(=O)c1cc(-c2ccccc2)n(-c2ccccc2)n1)c1cccc([N+](=O)[O-])c1	1	-3.6	-7	4	0.6	-5	0	0.4	0	168	1.2
19	CC1=NN(C(=O)c2ccco2)C(O)(c2ccccc2)C1 (stereo not given)	4	2.6	-3	-1	5.8	5	3	-0.8	-5	-4	1.5
20	COCC(=O)Nc1nc(-c2ccccc2)c(C)s1	5	1.3	5	-2	-1.7	-5	2	-1.5	-5	-2	0.6
21	CCOC(=O)c1c(C)oc(C)c(C(=O)OCC)c1=O	-3	0.8	-6	0	2.5	-4	1	1.3	6	195	1.1
22	O=C(NCC1CCCO1)c1cccc(S(=O)(=O)N(Cc2ccccc2)c2ccccc2)c1 (stereo not given)	2	0.8	-1	-6	0.2	0	-1	-1.6	-8	-36	-1.9
23	O=C(CNC(=O)c1ccccc1F)OCCOc1cccc(Cl)c1	0	0.3	-5	-3	-3.2	-3	0	-1.3	11	-2	-0.9
24	Cn1c(NCCN2CCCCC2)cc(=O)n(C)c1=O	7	0.6	0	-2	1.6	-6	1	-1.1	-5	53	0.0
25	COc1ccc(C(NC(=O)C(C)C)c2ccc3cccnc3c2O)cc1 (stereo not given)	-10	26*	-3	13	26*	27	0	3.9	0	-15	25*
26	Cc1cc(=O)oc2cc(OCC(=O)Nc3c(Cl)cccc3C(F)(F)F)ccc12	3	-0.4	5	1	5.1	3	1	0.0	-10	5	1.2
27	CC(=O)Oc1ccc(N(C(C)=O)S(=O)(=O)c2ccc(C)c([N+](=O)[O-])c2)cc1	13	-0.2	6	-2	1.9	15	-4	-4.2	-7	-4	4.8
28	Clc1ccc(CN2C3=NCCCN3c3ccccc32)cc1	-2	1.4	-5	1	5.0	3	1	1.3	-8	-8	4.0
29	O=C(COC(=O)c1ccc(O)cc1)c1ccc(S(=O)(=O)N2CCCCC2)cc1	7	-2.1	-12	3	0.3	-1	-3	0.9	-12	73	1.8
30	Cc1cc(C)nc(S/C=C/C(=O)c2ccccc2)n1	1	-0.8	-7	-13	4.9	-6	-6	0.4	-8	-2	0.3
31	COc1ccc(C(=O)NC(Cc2c[nH]c3ccccc23)C(=O)O)cc1 (stereo not given)	-7	0.5	-1	3	1.3	-6	2	0.9	-6	193	-0.3
32	Cc1ccc(S(=O)(=O)N2CCN(C(=O)C(F)(F)F)C2c2ccc(N(C)C)cc2)cc1 (stereo not given)	-10	0.3	2	0	3.2	15	4	-1.8	-5	-10	0.2
33	COc1ccc(-c2noc(=O)n2Cc2ccccc2F)cc1	-5	0.8	6	-2	0.7	-7	1	0.9	-1	-6	-0.5
34	O=C(CCN1C(=O)C2CC=CCC2C1=O)Nc1nc(-c2ccc(F)c(F)c2)cs1 (stereo not given)	-5	-0.7	2	0	-0.2	-3	2	1.1	5	0	2.5
35	Cc1cc(C)c(NC(=S)N(CCN(C)C)Cc2cccs2)c(C)c1	-4	1.7	2	-3	0.8	-1	1	-9.7	4	134	-2.9
36	COc1ccc(C(=O)N2CCN(C(=O)CC(C)C)CC2)cc1OC	5	0.2	-6	-1	-0.4	2	-1	0.4	1	92	3.3
37	COCCN1CCN(C(=O)c2cc(COc3ccc(F)cc3Cl)on2)CC1	-24	-1.0	10	-1	-2.5	-3	1	0.9	7	7	4.0
38	Cc1oc2c(C)c3oc(=O)c4c(c3cc2c1C)CCCC4	-50	-0.1	-1	-4	-0.3	-2	-1	0.6	7	-7	-1.6
39	COc1ccc(CCNC(=O)CC(Cc2ccc(C)cc2)C(=O)O)cc1OC (stereo not given)	14	-0.5	5	1	-1.1	6	-4	-0.1	2	-5	-0.4
40	CC(=O)N=c1sccn1CC(=O)c1ccc([N+](=O)[O-])cc1	17	-0.2	2	3	3.3	7	-4	0.7	-10	-9	0.7
41	COc1ccc(O)c(C(=O)CC(=O)c2ccncc2)c1	-16	.	2	0	.	8	4	2.8	-9	.	2.5
42	Fc1ccc(CN2CCCN(C(=S)Nc3ccc(F)cc3)CC2)cc1	4	1.2	5	1	1.5	15	-1	-5.3	5	-19	4.4
43	O=C(C1=C[C@@H](c2csc3ccccc23)C[C@@H](OCc2ccc(CO)cc2)O1)N1CCN(Cc2ccccc2)CC1	18	-0.4	10	0	-0.6	8	10	0.1	2	5	.
44	CCOC(=O)c1c(C)n(CC(COC(C)=O)OC(C)=O)c2ccc(OC(C)=O)cc12 (stereo not given)	-1	-0.4	5	-1	-1.4	2	1	-1.0	-6	-6	1.4
45	Fc1ccc(Br)cc1C1C=C(c2cccnc2)Nc2ncnn21 (stereo not given)	2	1.8	-6	-7	2.0	-13	-1	-0.4	-11	4	.
46	COC(=O)c1cn(CC(=O)Nc2ccccc2C)c2ccccc12	-6	0.5	2	-5	1.5	0	2	-1.1	-11	66	1.8
47	COc1ccc(OCC(O)CNC(=O)c2c(-c3ccccc3)noc2C)cc1 (stereo not given)	0	-1.5	1	-3	-1.9	6	0	0.4	4	0	2.1
48	Cc1nnc(SCc2nnc(-c3ccccc3)o2)n(N)c1=O	13	0.5	4	0	0.8	-16	-1	0.2	4	-4	1.7
49	CN1C(=O)c2oc3ccccc3c(=O)c2C1c1ccccn1 (stereo not given)	17	0.5	-4	-1	0.1	7	-7	-0.6	7	0	1.3
50	Cn1c(CNC(=O)CNC(=O)c2ccc(C(C)(C)C)cc2)cc(=O)n(C)c1=O	-7	-1.4	-12	-2	-0.1	-4	0	0.7	-11	3	1.5
51	Cc1ccc(CSc2nnc(SCC(=O)N/N=C/c3c(C)nn(-c4ccccc4)c3C)s2)cc1	21	1.4	-14	-3	4.4	-5	2	-0.6	-7	33	2.2
52	COC(=O)Cc1ccc(NC(=S)NCc2ccc(S(N)(=O)=O)cc2)cc1	-7	0.0	10	0	1.3	3	2	0.7	0	117	4.0
53	COc1ccccc1NC(=O)CCC(=O)Nc1cc(OC)c(NC(=O)c2cccs2)cc1OC	4	1.9	-6	1	5.2	-2	-2	0.2	-6	592	-0.8
54	CCn1c(N2CCN(C(=S)NCC(C)C)CC2)nc2ccccc21	-10	-0.5	-6	-1	1.2	3	6	1.6	-1	20	-0.8
55	COc1ccc(NC(=O)CCCSc2nc(-c3ccco3)cc(C(F)(F)F)n2)cc1OC	-24	-0.7	2	5	-2.0	1	9	1.0	-11	-5	1.9
56	Cc1cc(=O)n(CNC(=O)c2ccccc2)c(=S)[nH]1	-3	-1.6	11	-1	0.8	6	1	4.9	-4	1	4.5
57	CCOC(=O)c1sc(NC(=O)c2ccc3nc[nH]c3c2)nc1C	2	1.4	-2	8	1.4	0	-1	4.6	0	7	2.7
58	COc1ccc(Cn2c(O)cc(=O)[nH]c2=O)cc1	-9	2.0	-7	5	2.9	2	-3	-2.3	-5	-4	1.0
59	Cc1ccc(OCC(=O)NCc2n[nH]c(=O)c3ccccc23)cc1	-11	1.5	-3	2	1.0	0	0	1.7	3	-2	3.8
60	CCn1c(Cn2nnc(-c3ccccc3)n2)nnc1SCC(=O)Nc1ccccc1	8	-2.5	-10	-2	2.6	5	-1	1.2	1	14	2.5
61	CCOC(=O)c1cc(C)nc(N2CCCCC2)c1C#N	-30	1.0	-2	-10	1.2	-10	-2	0.3	-10	-8	0.5
